High-throughput results: PubChem, Broad Institute
DENV2 CPE rescue: inhibitors of DENV2 cytopathic effect | DENV2-infected cells, cytopathic effect rescue, plate reader | CPE inhibition, % at 9.99 µM | 350,000 tested, 1.7% active; in the data active = CPE inhibition above about 20%, passing the limit was not always enough; inconclusive = no clear call, values can overlap the other calls; tested in BHK-21 cells;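 note: 0% = median of neutral control wells and 100% = median of positive control wells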
CFTR F508del cor: correctors of CFTR F508del function in bronchial epithelial cells | CFBE cells, YFP halide quenching; stimulated with forskolin plus potentiator P3; % fluorescence drop versus neutral controls | activity (quench increase), % at 7.58 µM | 350,000 tested, 0.36% active;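 active = mean added fluorescence quench of at least 8% versus neutral control, with both replicates also reaching 8%; inconclusive = only one of the mean or replicate conditions met; inactive = mean below 8% and not both replicates reaching 8%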;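 note: cells transiently co-express mutant CFTR-F508del with the halide-sensitive YFP; corrector assay measuring rescue of mutant channel to the surface after 24 h compound exposure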
GSIS activator: GLuc luminescence reporter in INS-1E cells, primary screen for activators of glucose-dependent secretion of insulin; INS-1E GLuc reporter insulin secretion, 2-3 h; activation, % at 16.6 µM; 370,000 tested, 0.61% active; AID 743287;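 active = lowest replicate activation of at least 40%, so every replicate reaches that level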;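 note: 0% = median of neutral control wells and 100% = median of IBMX positive control wells; some compounds called inactive have numbers as strong as hits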
ARNT-TACC3 inh: disruptors of human ARNT/TACC3 interaction; Q9Y6A5; AlphaScreen His-ARNT PAS-B/GST-TACC3 binding, luminescence; TACC3 fragment carries E629A point mutation; inhibition, % at 9.99 µM; 390,000 tested, 0.66% active;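 active = mean inhibition of replicates at least 50% and at least half of replicates each reaching 50%; inconclusive = half or more replicates reach 50% but mean below 50%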;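 note: 0% = complete ARNT plus TACC3 wells and 100% = ARNT alone without TACC3; many hits fall short of the cut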
XiGFP reactiv: activators of X-chromosome reactivation in mouse fibroblasts; XiGFP mouse fibroblasts, % GFP-positive cells imaging, 3 d; cells co-treated with 5-aza-dC sensitizer; scaled so ellipticine positive control = 100%; activation, % at 7.58 µM; 360,000 tested, 0.055% active; AID 743238;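 active = mean normalized replicate activation at least 10% and every replicate at or above 10%; inconclusive = only one of the two criteria met; inactive = mean below 10% and not all replicates reach 10%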;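 note: 0% = median of on-plate neutral control wells and 100% = ellipticine 6 µM median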
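System: SV40-immortalized XiGFP fibroblast cells, line 68-5-11 / Incubation: 3-day compound exposure, then 15 min fixation at room temperature / Compound: single concentration per compound, delivered by pin transfer / Buffer or medium: DMEM plus 5-aza-dC sensitizer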
EWS-Fli inh: inhibitors of EWS/Fli oncoprotein transcriptional activity. A673 NR0B1-luciferase reporter, viability-normalised. inhibition, % at 12.6 µM. 350,000 tested, 0.67% active. AID 651661;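 active = mean inhibition of at least 50% after viability correction, with every replicate also passing that limit; inconclusive = mean reaches 50% but only one of two replicates passes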;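 note: firefly luciferase signal divided by Alamar Blue viability fluorescence both relative to DMSO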
ERp5 inh: ERp5 (human) disulfide isomerase inhibition | ERp5 insulin aggregation, absorbance 650 nm, 90 min | inhibition, % at 9.99 µM | 350,000 tested, 0.05% active | AID 651711;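 active = mean replicate inhibition above about 25%, with every replicate also reaching it, limit read from the data, passing the limit was not always enough; inconclusive = only one of those two criteria met; inactive = neither criterion met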
Target sequence (Q15084 whole entry, looked up): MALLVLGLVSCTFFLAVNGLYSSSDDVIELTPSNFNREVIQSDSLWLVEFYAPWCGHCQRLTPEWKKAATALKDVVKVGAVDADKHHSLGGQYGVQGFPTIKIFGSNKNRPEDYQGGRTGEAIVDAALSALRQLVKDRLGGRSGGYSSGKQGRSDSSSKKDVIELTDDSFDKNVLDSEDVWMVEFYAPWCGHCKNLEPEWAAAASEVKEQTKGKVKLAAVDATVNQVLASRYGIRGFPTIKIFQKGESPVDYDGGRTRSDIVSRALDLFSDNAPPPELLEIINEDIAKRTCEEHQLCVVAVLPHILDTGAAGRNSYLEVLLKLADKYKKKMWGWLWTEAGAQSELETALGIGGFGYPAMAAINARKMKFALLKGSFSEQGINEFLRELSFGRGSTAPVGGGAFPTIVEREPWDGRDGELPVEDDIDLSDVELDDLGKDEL
PAX8 inh HTS: inhibitors of PAX8 transcriptional activity in RMG-I cells; RMG-I TPO-luciferase reporter, SteadyGlo, 24 h; inhibition, % at 12.6 µM; 360,000 tested, 1.2% active; AID 652154;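 active = mean replicate inhibition at least 60% with every replicate also reaching 60%; inconclusive = only one of the two criteria is met; inactive = mean below 60% and not all replicates reaching 60%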;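 note: luciferase light reporting Pax8 driven TPO promoter activity; plate controls were median of neutral control wells for no effect and mitoxantrone controls for full effect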
* marks the source's active call; other numbers are inactive results.

N#C[C@H]1[C@@H](c2ccc(-c3ccccc3F)cc2)[C@@H](CO)N1C(=O)c1ccccn1 was read as DENV2 CPE rescue 5, CFTR F508del cor -1.8, GSIS activator 3, ARNT-TACC3 inh 14, XiGFP reactiv 0.2, EWS-Fli inh -15, ERp5 inh -2 and PAX8 inh HTS 2.
O=C(/C=C/c1ccco1)Nc1cccc(C(=O)Nc2ccccc2C(=O)O)c1 was read as DENV2 CPE rescue inconclusive, CFTR F508del cor -2.1, GSIS activator 2, ARNT-TACC3 inh 3, XiGFP reactiv -0.1, EWS-Fli inh -3, ERp5 inh 3 and PAX8 inh HTS -4.
Screening C[C@H]1CN([C@@H](C)CO)C(=O)c2cc(C#CCN(C)C)cnc2O[C@H]1CN(C)C(=O)NC1CCCC1 returned DENV2 CPE rescue 9, CFTR F508del cor 1.5, GSIS activator 4, ARNT-TACC3 inh -1, XiGFP reactiv 0.5, EWS-Fli inh 1, ERp5 inh -7 and PAX8 inh HTS -7.
Cc1ccc(S(=O)(=O)c2nc(Nc3ccccc3C#N)sc2Cl)cc1 was read as GSIS activator 8, ARNT-TACC3 inh 1, XiGFP reactiv 0.2, EWS-Fli inh -7, ERp5 inh 1 and PAX8 inh HTS 15.
O=C(C[C@H]1C=C[C@H](NC(=O)Cc2ccccn2)[C@H](CO)O1)NCCCN1CCOCC1 was read as DENV2 CPE rescue 2, CFTR F508del cor -0.5, GSIS activator 19, ARNT-TACC3 inh -2, XiGFP reactiv -0.3, EWS-Fli inh 2, ERp5 inh 1 and PAX8 inh HTS -1.
CC1CC(C)CN(CCCNC(=O)C2CCCN(S(=O)(=O)N3CC(C)CC(C)C3)C2)C1 (configuration not stated) was read as DENV2 CPE rescue -4, CFTR F508del cor -0.6, GSIS activator -17, XiGFP reactiv 0.1, ERp5 inh 4 and PAX8 inh HTS -4.
`CCCS(=O)(=O)c1c(S(=O)(=O)CCC)c2c(C(N)=O)cccn2c1C(=O)c1ccc(F)cc1` gave DENV2 CPE rescue 4, CFTR F508del cor 0.7, GSIS activator -19, ARNT-TACC3 inh -33, XiGFP reactiv 0.0, EWS-Fli inh -1, ERp5 inh 0 and PAX8 inh HTS 8.
`O=C(C[C@H]1CC[C@H]2[C@@H](COC[C@H](O)CN2C(=O)c2cnccn2)O1)NCc1ccc(Oc2ccccc2)cc1` gave DENV2 CPE rescue -2, CFTR F508del cor 0.9, GSIS activator -3, ARNT-TACC3 inh 1, XiGFP reactiv 0.1 and ERp5 inh -2.
For O=C(Cc1ccccn1)N1CC(=O)N2[C@H](CO)[C@H](c3ccc(-c4ccc(F)cc4)cc3)[C@@H]2C1 the results were DENV2 CPE rescue 4, CFTR F508del cor -1.8, GSIS activator 12, XiGFP reactiv 0.0, EWS-Fli inh 1, ERp5 inh -4 and PAX8 inh HTS 16.
COc1ccc(Cl)cc1NC(=O)COc1ccc(S(=O)(=O)N2CCOCC2)cc1C was read as DENV2 CPE rescue 0, CFTR F508del cor -5.1, GSIS activator 7, ARNT-TACC3 inh -3, XiGFP reactiv -0.1, EWS-Fli inh -5, ERp5 inh 2 and PAX8 inh HTS -3.
Screening CC(=O)N(Cc1ccccc1)C1CC(=O)N(Cc2ccccc2)C1=O (configuration not stated) returned DENV2 CPE rescue 1, CFTR F508del cor 5.2, GSIS activator -10, ARNT-TACC3 inh 0, XiGFP reactiv 0.0, EWS-Fli inh -2, ERp5 inh -5 and PAX8 inh HTS 1.
Cc1occc1-c1n[nH]c(=S)n1C was read as DENV2 CPE rescue 8, CFTR F508del cor -0.7, GSIS activator -4, ARNT-TACC3 inh -6, XiGFP reactiv 0.0, EWS-Fli inh 75*, ERp5 inh -51 and PAX8 inh HTS 6.
Screening CN(CC(=O)Nc1cccc(F)c1)C(=O)CCNC(=O)c1ccco1 returned DENV2 CPE rescue -2, CFTR F508del cor 4.6, GSIS activator 8, ARNT-TACC3 inh -3, XiGFP reactiv -0.1, EWS-Fli inh 2, ERp5 inh -2 and PAX8 inh HTS 4.
Screening CC(C)n1c(SCC(=O)Nc2ccccc2)nc2c1c(=O)[nH]c(=O)n2C returned DENV2 CPE rescue -3, CFTR F508del cor 0.2, GSIS activator 27, ARNT-TACC3 inh -1, XiGFP reactiv 0.2, EWS-Fli inh 6, ERp5 inh 2 and PAX8 inh HTS -4.
`Cc1cccc(/C(N)=N/OC(=O)c2ccncc2)c1` gave DENV2 CPE rescue -5, CFTR F508del cor -2.5, GSIS activator 13, ARNT-TACC3 inh -7, XiGFP reactiv 0.2, EWS-Fli inh -24, ERp5 inh -6 and PAX8 inh HTS -176.
For CCOC(=O)CSc1nnc(NC(=O)NC(C)C)s1 the results were DENV2 CPE rescue 0, CFTR F508del cor 0.8, GSIS activator 7, ARNT-TACC3 inh -6, XiGFP reactiv 0.0, EWS-Fli inh -5, ERp5 inh 2 and PAX8 inh HTS -9.
`CCCC#Cc1ccc2c(c1)O[C@H](CN(C)CC1CCOCC1)[C@@H](C)CN([C@@H](C)CO)S2(=O)=O` gave DENV2 CPE rescue 6, CFTR F508del cor 0.5, GSIS activator 8, ARNT-TACC3 inh 6, XiGFP reactiv 0.1, EWS-Fli inh 21, ERp5 inh 0 and PAX8 inh HTS 16.
Screening O=C(O)CC(CC(=O)N1CCOCC1)c1ccccc1 (configuration not stated) returned DENV2 CPE rescue -7, CFTR F508del cor -2.1, GSIS activator -8, ARNT-TACC3 inh 1, XiGFP reactiv 0.0, EWS-Fli inh 8, ERp5 inh 1 and PAX8 inh HTS 10.
For COc1ccc(C(=O)C2CCCN(C(=O)c3ccnn3C)C2)c(C)c1 (configuration not stated) the results were DENV2 CPE rescue -1, CFTR F508del cor -2.9, GSIS activator 4, ARNT-TACC3 inh -1, XiGFP reactiv 0.1, EWS-Fli inh 0, ERp5 inh -4 and PAX8 inh HTS 17.
COC(=O)Nc1[nH]ncc1[N+](=O)[O-] was read as DENV2 CPE rescue -5, CFTR F508del cor -2.8, GSIS activator 9, ARNT-TACC3 inh -1, XiGFP reactiv -0.1, EWS-Fli inh 1, ERp5 inh 1 and PAX8 inh HTS -8.
Screening CO[C@@H]1CN(C)C(=O)c2cc(NC(=O)C3CC3)ccc2OC[C@@H](C)NC[C@@H]1C returned CFTR F508del cor 2.9, GSIS activator 8, ARNT-TACC3 inh -4, XiGFP reactiv -0.3, EWS-Fli inh -3, ERp5 inh 1 and PAX8 inh HTS -22.
COc1ccccc1/C=C/C1C(C(=O)OCC(C)C)=C(C)N=C2SCCC(=O)N21 (configuration not stated) was read as DENV2 CPE rescue 18, CFTR F508del cor 2.0, GSIS activator 8, ARNT-TACC3 inh 1, XiGFP reactiv 0.0, EWS-Fli inh 8, ERp5 inh -1 and PAX8 inh HTS 10.
`CC(C)Oc1ccccc1NC(=O)CSc1nc2ccccc2c(=O)n1C` gave DENV2 CPE rescue 0, CFTR F508del cor 0.0, GSIS activator -14, ARNT-TACC3 inh 1, XiGFP reactiv 0.0, EWS-Fli inh 9, ERp5 inh -1 and PAX8 inh HTS 11.
For CCC(C)N(C(=O)COc1ccc(-c2nnco2)cc1)C1CCS(=O)(=O)C1 (configuration not stated) the results were DENV2 CPE rescue 0, CFTR F508del cor -0.9, GSIS activator 7, ARNT-TACC3 inh -4, XiGFP reactiv 0.3, EWS-Fli inh -1, ERp5 inh 7 and PAX8 inh HTS 0.
C=CCNC(=O)CNS(=O)(=O)c1ccc(F)cc1 was read as DENV2 CPE rescue -3, CFTR F508del cor -0.8, ARNT-TACC3 inh -3, EWS-Fli inh 2 and ERp5 inh 9.
COc1ccccc1/C=C/CN1CCC(Oc2ccc(C(=O)N3CCCC3)cc2)CC1 was read as DENV2 CPE rescue 5, CFTR F508del cor -0.2, GSIS activator -18, ARNT-TACC3 inh 29, XiGFP reactiv 0.0, ERp5 inh -3 and PAX8 inh HTS 21.
C/C(=N\NC(=O)c1c(Cl)cnn1C)c1cccc(NC(=O)C(C)C)c1 was read as DENV2 CPE rescue 6, CFTR F508del cor -1.8, GSIS activator -2, ARNT-TACC3 inh 0, XiGFP reactiv 0.3, EWS-Fli inh -9, ERp5 inh -1 and PAX8 inh HTS -18.
Fc1ccc2c(c1)C(c1ccncc1)=NNC(c1ccc(Br)cc1)=N2 was read as GSIS activator -13, ARNT-TACC3 inh 2, XiGFP reactiv 0.8 and PAX8 inh HTS 18.
C[C@@H]1CN([C@H](C)CO)C(=O)c2cc(NC(=O)Nc3ccc(F)cc3)ccc2O[C@@H](C)CCCCO[C@H]1CN(C)Cc1ccc2c(c1)OCO2 was read as DENV2 CPE rescue -10, CFTR F508del cor -2.9, GSIS activator -20, ARNT-TACC3 inh 13, XiGFP reactiv -1.2, EWS-Fli inh 68*, ERp5 inh 4 and PAX8 inh HTS 66*.
For CC(=O)NC(Cc1ccccc1)C(=O)N1CCN(C(=O)c2ccco2)CC1 (configuration not stated) the results were DENV2 CPE rescue 2, CFTR F508del cor 2.2, GSIS activator -2, ARNT-TACC3 inh 20, EWS-Fli inh 7 and ERp5 inh -17.
For OCC1(Cc2cccc(Cl)c2)CCCN(Cc2ccc(F)c(F)c2)C1 (configuration not stated) the results were DENV2 CPE rescue -3, CFTR F508del cor -0.2, GSIS activator -52, ARNT-TACC3 inh -15, XiGFP reactiv 0.2, EWS-Fli inh 15, ERp5 inh 2 and PAX8 inh HTS 18.
`O=C(Nc1ccc(NC(=O)c2cc3ccccc3o2)cc1)c1ccco1` gave DENV2 CPE rescue 16, CFTR F508del cor -0.3, GSIS activator 1, EWS-Fli inh -59, ERp5 inh -4 and PAX8 inh HTS -18.
For COc1cccc(-c2ccc3c(c2)[C@@H]2C[C@H]4[C@@H](CN2CC3)[C@H](C)ON4C)c1 the results were DENV2 CPE rescue 4, CFTR F508del cor 1.4, XiGFP reactiv 0.2, EWS-Fli inh -37, ERp5 inh -2 and PAX8 inh HTS -7.
`Cc1cccc(Nc2c([N+](=O)[O-])c(=O)oc3ccccc23)c1` gave DENV2 CPE rescue 1, CFTR F508del cor 3.3, GSIS activator -2, ARNT-TACC3 inh -2, XiGFP reactiv 0.0, EWS-Fli inh 17, ERp5 inh -2 and PAX8 inh HTS 19.
`COC(=O)c1ccc(N(C(=O)CNC(=O)c2ccco2)C(C(=O)NCC2CCCO2)c2ccc(OC)c(OC)c2)cc1` (configuration not stated) gave DENV2 CPE rescue 6, CFTR F508del cor -0.7, GSIS activator 9, ARNT-TACC3 inh -6, XiGFP reactiv 0.0, EWS-Fli inh -3, ERp5 inh 0 and PAX8 inh HTS 1.
Screening C[C@H]1CN([C@@H](C)CO)C(=O)c2ccccc2-c2ccccc2CO[C@H]1CN(C)Cc1ccc(Cl)c(Cl)c1 returned DENV2 CPE rescue 2, CFTR F508del cor -1.4, GSIS activator 22, XiGFP reactiv -0.3, EWS-Fli inh -5, ERp5 inh -2 and PAX8 inh HTS 31.
O=C(Nc1cc(S(=O)(=O)N2CCCCC2)ccc1N1CCCCC1)C1CC1 was read as DENV2 CPE rescue 3, CFTR F508del cor inconclusive, GSIS activator -19, ARNT-TACC3 inh 5, XiGFP reactiv 0.0, EWS-Fli inh 11, ERp5 inh 4 and PAX8 inh HTS 20.
Cc1ccccc1-c1cnc2c(c1)C(=O)N([C@@H](C)CO)C[C@H](C)[C@@H](CN(C)CC1CCOCC1)O2 was read as DENV2 CPE rescue inconclusive, CFTR F508del cor -0.6, GSIS activator 16, ARNT-TACC3 inh -2, XiGFP reactiv 0.1, EWS-Fli inh -7 and ERp5 inh -4.
